Diaph inh CS – inhibits diaphorase or chemically oxidizes, flagging diaphorase assay artifacts | diaphorase resazurin-to-resorufin fluorescence, NADH, 16 min; bacterial (C. kluyveri) enzyme, not human | inhibition, % at 20 µM | actives 0.69% (n = 190,000);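 active means primary screen inhibition at 20 µM above a set limit, cut at about 50% in these data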;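 further: plate controls were DMSO with full reaction for no effect and wells lacking NADH for full effect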
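Detection: fluorescence of resorufin formed from resazurin, Ex 544/Em 590 nm; test system: Clostridium kluyveri diaphorase enzyme; amount: 0.14 U/mL diaphorase, enzyme working solution; times: 16-min room-temperature incubation before reading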
PPARg SRC3 recr – PPARgamma-driven SRC-3 recruitment agonism; P37231; biochemical PPARgamma/SRC-3 coactivator recruitment assay; activation, % at 8 µM; actives 0.26% (n = 200,000); in the data active means activation above about 23%;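 further: 0% = DMSO and 100% = reference agonist; some compounds past the cut are filed as inactive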
PPARg SRC-1 ag – PPARgamma-driven SRC-1 recruitment agonism | activation, % at 8 µM | actives 0.41% (n = 200,000) | AID 631 | PPARgamma-SRC-1 coactivator recruitment biochemical assay | P37231; in the data active means activation above about 19%;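 further: 0% = DMSO and 100% = reference agonist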
ROMK mod – modulates human ROMK potassium channel activity. P48048. Tet-inducible ROMK, thallium flux fluorescence; actives lie on both sides. B-score at 10 µM. actives 2% (n = 130,000). AID 1918;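 active means signal ratio slope over the read window, or its plate-corrected B-score, at least 3 SD from the plate mean, either direction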;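 further: B-score of the F/F0 ratio slope over 7 to 12 s after thallium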
S1P3 antagonist – blocks the human S1P3 receptor | inhibition, % at 4.98 µM | actives 0.27% (n = 170,000) | CHO S1P3 NFAT-BLA reporter, FRET fluorescence, antagonist mode;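 active means inhibition above the plate cutoff, the mean inhibition of test wells on that plate plus 3 SD, cut at about 28% in these data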;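 further: cells challenged with S1P at its EC80 of 0.8 µM; blue over green emission ratio from cleaved BLA substrate after 4 h stimulation; 0% = S1P-stimulated wells and 100% = unstimulated DMSO-only wells; some compounds past the cut are filed as inactive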
Target sequence (Q99500 whole entry, looked up): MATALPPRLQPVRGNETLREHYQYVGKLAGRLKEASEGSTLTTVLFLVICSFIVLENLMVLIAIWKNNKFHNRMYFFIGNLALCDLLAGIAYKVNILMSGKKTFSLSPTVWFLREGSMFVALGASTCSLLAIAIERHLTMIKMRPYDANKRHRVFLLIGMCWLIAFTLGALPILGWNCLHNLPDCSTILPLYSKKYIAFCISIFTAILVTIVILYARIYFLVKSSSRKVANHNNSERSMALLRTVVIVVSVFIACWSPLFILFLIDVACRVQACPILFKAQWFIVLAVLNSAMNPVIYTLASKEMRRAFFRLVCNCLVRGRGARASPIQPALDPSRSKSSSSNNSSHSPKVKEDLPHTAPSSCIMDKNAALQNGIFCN
PMI activator – activators of human phosphomannose isomerase | P34949 | purified human PMI, coupled resazurin fluorescence, 20 min; active compounds read high; 1 = vehicle control, 0 substrate-free wells | activation factor at 20 µM | actives 0.005% (n = 190,000);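 active means activation factor of 2 or more at 20 µM, relative to plate controls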
Target sequence (P34949 whole entry, looked up): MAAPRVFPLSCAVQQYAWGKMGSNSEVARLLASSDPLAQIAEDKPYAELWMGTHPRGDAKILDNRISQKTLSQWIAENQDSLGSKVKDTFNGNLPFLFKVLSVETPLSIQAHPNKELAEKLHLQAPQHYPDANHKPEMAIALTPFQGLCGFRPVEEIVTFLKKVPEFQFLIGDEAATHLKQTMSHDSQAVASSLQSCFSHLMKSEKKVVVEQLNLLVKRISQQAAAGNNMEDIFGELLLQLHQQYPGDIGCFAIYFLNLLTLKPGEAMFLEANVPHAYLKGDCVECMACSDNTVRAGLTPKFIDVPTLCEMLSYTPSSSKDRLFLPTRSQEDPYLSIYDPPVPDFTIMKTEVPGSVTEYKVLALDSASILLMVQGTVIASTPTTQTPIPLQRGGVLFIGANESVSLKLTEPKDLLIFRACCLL
PMI act satM6P – PMI (human) activation, high substrate; P34949; coupled PMI enzyme assay, resazurin fluorescence, 20 min; active compounds read high; 1 = untreated enzyme, 0 = substrate-free blank; activation factor at 20 µM; actives 0.34% (n = 190,000);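 active means activation factor of 2 or more at 20 µM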
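Test system: human PMI in coupled enzyme assay; Input: PMI at 15 ng/mL final; Medium: HEPES buffer, pH 7.4; Schedule: 20 min incubation at room temperature; Technique: resorufin fluorescence at Ex 544/Em 590 nm; Compound: 20 µM single dose; Probe or stimulus: Near-saturating mannose-6-phosphate, 1.0 mM.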
Diaphorase act – activates diaphorase or chemically reduces, flagging diaphorase assay artifacts. actives 0.005% (n = 190,000). activation factor at 20 µM. Diaphorase/resazurin coupled assay, resorufin fluorescence, 16 min; active compounds read high; 1 = vehicle wells, 0 = NADH-free wells. AID 1229;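 active means diaphorase activity raised at least twofold by the compound at 20 µM; inactive means activation factor below 2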
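Test system: Clostridium kluyveri diaphorase, purified enzyme; input: enzyme 0.07 U/mL final; buffer or medium: 50 mM HEPES pH 7.4 with 4.542 mM MgCl2, 0.005% Tween 20; also added: 0.114 mM NADH and 0.1 mM resazurin, final amounts; schedule: 16 min enzyme reaction, ambient temperature; technique: fluorescence of resorufin, 544 nm excitation, 590 nm emission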
PPARg SRC2 recr – agonists of SRC-2 recruitment by human PPARgamma; PPARgamma LBD-SRC-2 recruitment, biochemical; activation, % at 8 µM; P37231; actives 0.34% (n = 200,000); in the data active means activation above about 22%;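 further: 0% = vehicle and 100% = reference agonist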
TR-FRET SRC-2 ct – TR-FRET artefact, counter-screen to PPARgamma/SRC-2 agonist assay; TR-FRET ratio at 8 µM; active compounds read high; actives 0.4% (n = 200,000); in the data active means TR-FRET ratio above about 2000; further: inactives centre near 1500; reference of the scale not given here
G6PDH counter – inhibits Leuconostoc G6PDH, flagging false hits in G6PDH-based assays; actives 0.12% (n = 200,000); AID 1020; inhibition, % at 5 µM; Purified L. mesenteroides G6PDH, diaphorase/resazurin coupled fluorescence, 45 min; in the data active means inhibition above about 50%
Active calls of the source: *; . = not tested or not shown.

#	compound	Diaph inh CS	PPARg SRC3 recr	PPARg SRC-1 ag	ROMK mod	S1P3 antagonist	PMI activator	PMI act satM6P	Diaphorase act	PPARg SRC2 recr	TR-FRET SRC-2 ct	G6PDH counter
1	COC(=O)c1ccc(OC(=O)C23CCC(C)(C(=O)O2)C3(C)C)cc1 (centres undefined)	4.2	0.4	3.8	.	10.8	0.9	0.9	1	3.0	1512	8.7
2	COc1ccc(-c2noc(CSc3nnc(Cc4ccccc4)n3-c3ccc(Cl)cc3)n2)cc1	23.3	-2.6	-1.8	.	.	0.8	0.8	0.8	-1.5	1555	3.9
3	CC(=O)c1sc(Nc2nc(C)cc(C)n2)nc1C	-1.7	17.2	2.3	.	.	1	1	1	-0.2	1494	10.2
4	CC1Cc2ccccc2N1C(=S)Nc1ccc(S(N)(=O)=O)cc1 (centres undefined)	5.2	-2.4	-6.6	-0.11	-1.9	1	1	0.9	-9.2	1544	2.5
5	Cc1nn(C)cc1-c1n[nH]c(=S)n1-c1ccc(Cl)cc1	17.9	8.0	12.3	-0.781	2.4	1	1	0.8	-1.6	1572	14.9
6	CC(=O)c1sc(NC(=O)COc2ccc([N+](=O)[O-])cc2)nc1C	13.5	0.6	-5.8	.	-8.5	0.9	1	0.9	-0.8	1645	12.0
7	O=C(Nc1nc(-c2ccc3c(c2)OCCO3)cs1)C1CCCC1	19.6	-4.4	-0.3	-0.611	-5.7	1.1	0.9	0.8	-12.3	1599	1.2
8	Cc1ccc2[nH]c(-c3ccccc3)cc(=O)c2c1	17.0	16.4	0.8	.	60.5*	0.9	1	0.8	7.2	1386	2.2
9	COc1ccc(NC(=O)CSc2nc3c(c(=O)n2-c2ccc(F)cc2)SCC3)c(OC)c1	23.9	-3.9	0.4	.	19.0	0.9	0.9	0.8	-2.6	1525	-12.5
10	FC(F)Sc1ccc(-n2c(-c3ccc(Cl)cc3)c[n+]3c2CCC3)cc1	-1.0	0.2	11.5	-0.661	-12.8	1	1	1	6.4	1531	0.6
11	CCc1ccc(-n2c(Cn3nc(C(F)(F)F)cc3C)n[nH]c2=S)cc1	17.8	-1.6	0.3	.	.	0.9	1	0.8	1.4	1485	0.2
12	Cc1cc(C(=O)CSc2nnc(-c3cccc(F)c3)n2N)c(C)n1Cc1ccc2c(c1)OCO2	26.9	-13.0	3.8	-1.17	6.4	0.9	0.8	0.7	-9.8	1507	-51.6
13	COc1ccc(Oc2ccccc2C#N)cc1	-3.1	0.0	-11.2	0.875	1.4	1	1	1	2.3	1511	3.2
14	CC1CCN(c2c(NCC3CCC(C(=O)N4CCCCC4)CC3)c(=O)c2=O)CC1 (centres undefined)	-12.1	10.8	5.5	.	.	1.1	1.1	1.1	9.3	1585	9.7
15	COC(=O)c1ccccc1NC(=O)c1ccccc1N(C)S(=O)(=O)c1ccccc1	13.7	3.7	4.7	.	-3.1	1	1	0.9	3.6	1581	-18.4

(further entries)
#	compound	Diaph inh CS	PPARg SRC3 recr	PPARg SRC-1 ag	ROMK mod	S1P3 antagonist	PMI activator	PMI act satM6P	Diaphorase act	PPARg SRC2 recr	TR-FRET SRC-2 ct	G6PDH counter
16	CCON1C(=O)CN(C(=O)OC)C1c1ccc(Cl)cc1Cl (centres undefined)	4.0	0.8	0.4	1.37	.	1	1.1	1	-10.3	1488	-7.7
17	COc1ccc(NC(=S)N(CCN2CCOCC2)Cc2cc3cc4c(cc3[nH]c2=O)OCO4)cc1	13.0	6.9	7.4	-0.707	-14.4	0.9	0.9	0.9	12.1	1682	-1.9
18	CN(C)C(=O)c1ccc2c(c1[N+](=O)[O-])C(=O)c1ccccc1C2=O	24.9	2.8	9.9	-0.416	-4.4	1.5	1.2	0.8	7.2	1778	34.8
19	N/C(=N\OC(=O)Oc1ccccc1)c1cccc([N+](=O)[O-])c1	7.2	-2.4	4.3	1.01	-3.2	1.2	1.1	0.9	0.2	1498	8.9
20	COc1ccc(-c2cc(-c3ccccc3)n3ncnc3n2)cc1	13.5	-0.1	-4.5	-1.5	.	0.9	0.9	0.9	2.0	1569	2.6
21	Cc1nc2sc(C(c3ccco3)N3CCN(c4ccccc4)CC3)c(O)n2n1 (centres undefined)	0.2	2.5	5.9	.	15.3	0.9	1	1	0.8	1479	-0.7
22	CCOc1ccc(Br)cc1S(=O)(=O)Nc1ccc(N2CCOCC2)cc1	11.6	-3.2	-0.5	1.18	.	0.9	0.9	0.9	1.7	1390	0.0
23	C/C(=N/Oc1nc(C)cc(C)n1)c1ccccc1	12.2	5.7	2.3	0.961	.	0.9	0.9	0.9	17.3	1632	4.2
24	C=C(C)Cn1c(CCNC(=O)C(C)(C)C)nc2ccccc21	23.3	4.0	3.7	.	.	0.9	0.9	0.8	4.1	1551	-12.4
25	Cc1cc(/C=N/O)c(C)n1-c1ccccc1	6.4	0.7	3.3	.	-9.0	1	1	0.9	3.5	1716	-8.4
26	COc1ccc2c(c1)C(=NO)c1cc(OC)ccc1-2	29.4	1.9	7.4	0.854	8.9	0.9	0.9	0.7	3.9	1721	-22.9
27	COc1cccc(CC2CC(=O)N(CCc3ccc4c(c3)OCO4)C2=O)c1 (centres undefined)	3.3	-4.0	-5.4	0.438	.	1	1	1	5.1	1409	3.2
28	O=C(Nc1nccs1)c1ccccc1N=Cc1ccccc1	10.8	1.4	-4.4	.	.	0.9	1	0.9	0.5	1589	1.7
29	O=C(Nc1ccn(-c2ccccc2)n1)c1ccccc1Br	6.8	-4.8	-6.0	.	-15.7	0.9	1	0.9	-3.1	1520	4.0
30	O=C(CCC(=O)NC1CCCCCC1)Nc1nnc(C(F)(F)F)s1	5.3	5.7	8.3	.	.	1	1.1	0.9	5.0	1621	1.3

Carrying on.
#	compound	Diaph inh CS	PPARg SRC3 recr	PPARg SRC-1 ag	ROMK mod	S1P3 antagonist	PMI activator	PMI act satM6P	Diaphorase act	PPARg SRC2 recr	TR-FRET SRC-2 ct	G6PDH counter
31	COc1cccc(-c2nnn(CC(=O)O)n2)c1	7.8	10.1	4.7	.	-13.8	1	1.1	0.9	17.0	1556	-13.3
32	O=C(Nc1ccc(C(=O)N2CCCC2)cc1)c1ccc2c(c1)OCO2	5.5	1.4	4.5	-0.29	.	1	1	0.9	0.9	1650	-0.2
33	CCCc1cc(N2CCCC(C(=O)Nc3ccc(OC)cc3OC)C2)n2ncnc2n1 (centres undefined)	25.3	-2.7	-0.1	-0.00273	-16.3	0.9	0.8	0.7	11.2	1722	9.7
34	Cc1cc(=O)n(-c2ccc3ccccc3n2)[nH]1	8.4	-0.9	10.6	.	-3.1	1.3	1.5	0.9	2.6	1436	1.3
35	COC(=O)c1cc2c(cc1[N+](=O)[O-])OCO2	12.9	-2.1	-8.3	1.01	-5.2	1.3	1.2	0.9	-4.6	1301	6.1
36	Cc1sc2nc(CSc3ccccc3)nc(N3CCOCC3)c2c1C	15.0	5.9	1.7	.	-5.8	1	0.9	0.8	6.0	1528	0.5
37	Cc1onc(C(=O)NC(C)c2ccccc2)c1[N+](=O)[O-] (centres undefined)	-14.3	1.4	-7.0	0.217	-4.8	1.2	1.1	1.1	0.4	1484	6.4
38	Cc1ccc([N+](=O)[O-])cc1NC(=O)C(C)N1CCCCC1 (centres undefined)	13.1	-0.9	12.0	-0.327	10.6	1	1	0.9	-5.4	1593	8.1
39	CC1CCC(NC(=O)CCNC(=O)c2ccccc2)CC1 (centres undefined)	4.4	2.4	1.9	-0.528	2.1	1	1	1	-7.0	1544	-2.2
40	O=C(CCCOc1ccc(Cl)cc1Cl)NCCCn1ccnc1	0.6	0.8	-2.8	-0.253	-5.3	1	1	1	7.9	1470	4.7
41	Cn1c(NCCc2ccccc2)cc(=O)n(C)c1=O	5.5	-2.2	2.3	.	-9.7	0.9	1	0.9	9.2	1463	1.6
42	COc1cc(C(=O)Nc2ccccc2N2CCOCC2)ccc1OCc1c(C)noc1C	8.3	2.6	-0.7	0.11	-9.2	1	1	0.9	0.9	1621	-11.1
43	O=C(CSc1ncccn1)NCCc1ccccc1	9.5	0.8	10.8	.	-18.3	1.1	1	0.9	6.3	1533	7.7
44	COC(=O)CCCCCCCCC(=O)Nc1nc2ccccc2s1	-4.9	7.9	8.9	.	.	1	1.1	1	17.4	1740	8.9
45	O=C(Nc1ccc(C(F)(F)F)cc1)C1CCCN1S(=O)(=O)c1cccc2cccnc12 (centres undefined)	14.3	5.8	6.8	-0.558	8.4	1	0.9	0.9	0.1	1599	16.3
46	CSc1ccccc1C(=O)NCc1ccc2c(c1)OCO2	8.0	0.1	5.6	-0.165	-8.9	0.8	0.9	0.9	6.4	1543	-2.0

Entries of single compounds from above. Order of values: Diaph inh CS | PPARg SRC3 recr | PPARg SRC-1 ag | ROMK mod | S1P3 antagonist | PMI activator | PMI act satM6P | Diaphorase act | PPARg SRC2 recr | TR-FRET SRC-2 ct | G6PDH counter
`CSc1ccccc1C(=O)NCc1ccc2c(c1)OCO2` across the screens: 8.0 | 0.1 | 5.6 | -0.165 | -8.9 | 0.8 | 0.9 | 0.9 | 6.4 | 1543 | -2.0
`O=C(CCCOc1ccc(Cl)cc1Cl)NCCCn1ccnc1` across the screens: 0.6 | 0.8 | -2.8 | -0.253 | -5.3 | 1 | 1 | 1 | 7.9 | 1470 | 4.7
`Cc1onc(C(=O)NC(C)c2ccccc2)c1[N+](=O)[O-]` (centres undefined) across the screens: -14.3 | 1.4 | -7.0 | 0.217 | -4.8 | 1.2 | 1.1 | 1.1 | 0.4 | 1484 | 6.4
